Screening results: PubChem BioAssay, National Center for Advancing Translational Sciences (NCATS)
D3 antag: D3 dopamine receptor (human) antagonism; D3R cells, DiscoveRx beta-arrestin luminescence, antagonist mode; active compounds read low; max response, negative = inhibition, %; 360,000 tested, 2.5% active; in the data active = max response below about -50%; inconclusive = no clear call, values can overlap the other calls; note: % is set by controls: 0 for no effect and ±100 for the full control effect; mostly tested at two doses, the higher about 12 µM
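Cells plated overnight at 1500 cells/well, then exposed to library compounds with dopamine controls for 90 minutes at 37 degrees C. DiscoveRx reagent added for 30–60 minutes at room temperature; luminescence read, quantitative HTS format.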
GLP-1R agonist: GLP-1 receptor (human) agonism. Potency, µM (series often up to 45.6 µM), without a hit: at the highest dose activation, hits mostly activators. AID 624172. 380,000 tested, 0.007% active. HEK293 GLP-1R CRE-luciferase, luminescence, 4-6 h; cells express a hypersensitive GLP-1R form; note: potency is the fitted concentration of half-maximal effect; % of control where 0% means no effect
Target sequence (P43220 whole entry, looked up): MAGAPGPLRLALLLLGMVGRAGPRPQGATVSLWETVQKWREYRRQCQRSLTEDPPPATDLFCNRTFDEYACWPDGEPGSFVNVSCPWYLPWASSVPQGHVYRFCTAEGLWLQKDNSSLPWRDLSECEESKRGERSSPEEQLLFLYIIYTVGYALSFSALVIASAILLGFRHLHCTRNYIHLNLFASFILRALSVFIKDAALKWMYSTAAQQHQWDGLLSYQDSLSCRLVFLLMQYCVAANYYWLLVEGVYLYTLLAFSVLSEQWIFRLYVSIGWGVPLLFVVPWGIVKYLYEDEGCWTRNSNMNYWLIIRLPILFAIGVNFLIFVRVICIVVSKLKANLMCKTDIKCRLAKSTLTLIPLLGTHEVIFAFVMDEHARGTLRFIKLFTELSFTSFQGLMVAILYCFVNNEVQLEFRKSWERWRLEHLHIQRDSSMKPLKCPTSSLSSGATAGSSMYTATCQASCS
IL-2 act: IL-2 activation | activation, % (series mostly up to about 46 µM) | 360,000 tested, 0.065% active | IL-2 activation reporter assay, cell-based qHTS; stimulated with anti-CD3/CD4/CD28 beads; in transgenic mouse T cells | AID 652025; in the data active = activation above about 50%; inconclusive = mostly about 30% to 49%; note: 0% is about no effect
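EGFP and DsRed fluorescence is measured by plate cytometry in unstimulated transgenic mouse T cells exposed to compound for 60 minutes, then stimulated 18 hours at 37 degrees C with anti-CD3/anti-CD4 beads plus anti-CD28.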
HEK293 tox: cytotoxicity in counter-screen for GLP-1R inverse agonists; Potency, µM (highest dose often 38.3 µM), inactives show at the highest dose activity change, negative = inhibition, most hits filed as inhibitors; HEK293 cAMP-luciferase reporter cells, luminescence, 24 h; 410,000 tested, 0.13% active; AID 624418;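 note: loss of luciferase light is scored as toxicity; potency is the fitted concentration of half-maximal effect; % is set by controls: 0 for no effect and ±100 for the full control effect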
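To flag toxic compounds, the library was rerun on cells for 24 hr at 37 deg C and 5% CO2. Viability-linked luminescence was captured 12 min after adding luciferase detection reagent.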
WRN inhibitor: inhibitors of human WRN helicase; Potency, µM (doses to about 114 µM), for the others: top-dose activity change, negative = inhibition, usual class: inhibitors; WRN helicase unwinding, fluorescent forked duplex, kinetic; Q14191; 360,000 tested, 0.46% active; note: potency is the fitted concentration of half-maximal effect; % is set by controls: 0 for no effect and ±100 for the full control effect; nearly all actives have a fitted effect of over 55% in size
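Enzyme (20 nM final) and test compound sit together 15 min at room temperature before substrate addition. Substrate is a single-forked duplex oligonucleotide (100 nM) labelled with fluorophore and quencher, with 2 mM ATP; helicase unwinding raises red fluorescence, read kinetically.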
PLK1 PBD inh: inhibitors of human PLK1 polo-box domain binding; Potency, µM, inactives show max response, negative = inhibition, most hits filed as inhibitors; P53350; Plk1 PBD binding of FITC phosphopeptide, fluorescence polarization; 360,000 tested, 2.8% active; AID 720504; note: potency is the fitted concentration of half-maximal effect; series mostly up to about 57 µM; % is set by controls: 0 for no effect and ±100 for the full control effect; nearly all actives have a fitted effect of over 65% in size
PI5P4Ka inh: inhibitors of human PI5P4K alpha. P48426. PI5P4Kalpha enzyme, ADP-Glo luminescence, 60 min; active compounds read low. max response, %. 330,000 tested, 1.2% active; active = max response of -50% or lower; inconclusive = between -30% and -50%; inactive = -30% or higher; note: value at the top dose of about 77 µM; % is set by controls: 0 for no effect and ±100 for the full control effect
Target sequence (P48426 whole entry, looked up): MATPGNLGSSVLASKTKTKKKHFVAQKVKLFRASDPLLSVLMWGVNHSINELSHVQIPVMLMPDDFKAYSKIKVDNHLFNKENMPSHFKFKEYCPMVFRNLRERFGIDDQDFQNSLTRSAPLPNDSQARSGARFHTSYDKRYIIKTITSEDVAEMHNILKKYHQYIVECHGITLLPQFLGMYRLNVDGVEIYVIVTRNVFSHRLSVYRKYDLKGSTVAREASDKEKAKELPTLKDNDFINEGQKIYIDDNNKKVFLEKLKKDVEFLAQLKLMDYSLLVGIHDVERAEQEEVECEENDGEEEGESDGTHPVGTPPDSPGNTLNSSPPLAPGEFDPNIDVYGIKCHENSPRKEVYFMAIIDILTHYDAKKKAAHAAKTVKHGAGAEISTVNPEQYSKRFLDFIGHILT
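PI5P4Kalpha ADP-Glo assay; 5 microM ATP final; 60 min RT reaction; HEPES pH 7.4/EGTA/CHAPS, 5% DMSO; controls lacking substrate or enzyme; luminescent end-point.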
GLP1R inv ag: acts as inverse agonist at human GLP-1 receptor | 410,000 tested, 1.6% active | HEK293 GLP-1R CRE-luciferase, luminescence, 24 h; GLP-1R form is constitutively active | P43220 | Potency, µM (highest dose often 38.3 µM), without a hit: top-dose activity change, negative = inhibition, usual class: inhibitors | AID 624417; note: potency is the fitted concentration of half-maximal effect; % is set by controls: 0 for no effect and ±100 for the full control effect; nearly all actives have a fitted effect of over 55% in size
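qHTS in 1536-well format: reporter HEK293 cells expressing constitutive GLP-1R activity in DMEM + 10% Nu serum, 24 hr with compounds at 37 deg C, luminescence read after 12 min with detection reagent.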
DRD3 agonist: activates the human D3 dopamine receptor | AID 652048 | D3R DiscoveRx beta-arrestin cells, luminescence, 90 min | 410,000 tested, 0.58% active | max activation, %; in the data active = max activation above about 30%; note: 0% is about no effect; mostly tested at two doses, the higher about 12 µM
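Cells at 1500/well, incubated overnight, then treated with pinned compounds (dopamine as control) for 90 min at 37 degrees C. DiscoveRx reagent added for 30 - 60 minutes at room temperature; luminescence read.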
* hit, by the source's call; ? = inconclusive; . = not tested or not shown; & = joins results of further samples; [ ] = remark or other dose. Unless noted, calls come from the whole dose curve; as a rule, active = well fitted curve in the direction sought with a large enough effect; inconclusive = small, poorly fitted or top-dose-only effect, or another doubt; inactive = no such curve, though single readings can be large; an effect the other way counts as inactive or inconclusive. An unsorted share of the library; 7.8% or so of the library scored in one or more.

SMILES | D3 antag | GLP-1R agonist | IL-2 act | HEK293 tox | WRN inhibitor | PLK1 PBD inh | PI5P4Ka inh | GLP1R inv ag | DRD3 agonist
CC(C)CC(C(=O)NC1CCCCC1)N(Cc1cccs1)C(=O)c1snc(C(N)=O)c1N (stereo not drawn) | 35 | 1% | 0.0 | 1% | -2% | -13% | 1 | ? | 7
O=C(Cn1[nH]c(=O)c2ccccc2c1=O)NCc1cccnc1 | 18 | -9% | -0.3 | -11% | 6% | -5% | 2 | 6% | -2
Nc1ccccc1-c1nnc(SCC(=O)Nc2ccccc2OC(F)F)[nH]c1=O | 0 | -3% | -3.0 | -12% | -23% | -26% | -3 | 9% | -8
COc1ccc2c(C)cc(SCC(=O)c3ccc4c(c3)OCO4)nc2c1 | 12 | 12% | -2.7 | -13% | -8% | -9% | . | ? | -10
CCOC(=O)[C@@H]1[C@H]2COc3cc(OC)ccc3[C@@H]2N2C(=O)N(c3ccc(C)cc3)C(=O)[C@@]12C | 0 | -2% | -0.1 | -3% | -1% | -16% | -2 | -5% | -16
COc1ccc(-c2sc3cc(OC)ccc3c2-c2ccc(OCCN3CCCCC3)cc2)cc1 | -18 | -3% | -0.8 | 7% | 5% | -3% | -1 | ? | -8
COC(=O)c1cc(CSc2ncnc3sccc23)oc1C | 1 | ? | -2.4 | -8% | -5% | -3% | -8 | ? | 2
CN(C)c1ccc(NC2=C([N+](=O)[O-])CS(=O)(=O)C2)cc1 | 3 | 3% | -2.8 | -24% | -1% | -3% | . | 28% | -3
Cc1c(Cl)ccc2c(C(N)=O)cc(-c3ccccn3)nc12 | 18 | 0% | -0.2 | -8%[7.66 µM] | 9% | -7% | -11 | -12%[7.66 µM] | 1
CCOC(=O)N1CCN(C(=O)CS(=O)Cc2nc(-c3ccc(C)cc3)oc2C)CC1 (stereo not drawn) | 10 | -6% | -1.4 | 4% | -5% | -5% | -3 | 3% | 4
Cc1cc(C(=O)NNc2c(Cl)cccc2Cl)n(C(C)(C)C)n1 | -5 | 7% | 0.2 | -3% | 4% | -13% | 0 | ? | 1
CC(C)(C)OC(=O)N1CCC[C@H]1C(=O)NCc1ccc(F)cc1F | 14 | -4% | 0.7 | 0% | -1% | -2% | 5 | 0% | -1
Cc1c(/C=N/Nc2ccc(C(=O)O)cc2)c2ccccc2n1C | 16 | -2% | -3.7 | 2% | -10% | -9% | 0 | -22% | 3
CCOC(=O)[C@]12CCC=C1N(Cc1ccc(Cl)cc1Cl)C(=O)[C@H](CC(=O)NCc1ccccc1)C2 | 7 | 0% | 0.3 | -3% | -7% | 1% | 22 | ? | -2
CCN(CC)c1ccc(/C=N/NC(=O)c2ccoc2C)cc1 | -6 | 1% | -1.4 | -8% | -5% | 4% | -22 | ? | -1
C[C@@H]1CN([C@H](C)CO)C(=O)CCCn2cc(nn2)CO[C@H]1CN(C)S(=O)(=O)c1ccc2ccccc2c1 | 4 | 9% | 2.0 | -3% | 7% | -15% | -2 | 13% | 2
CCOC(=O)C1=C[C@@H](CC)N(S(=O)(=O)c2ccc(C)cc2)[C@H]1c1ccccc1 | ? | 1% | -0.5 | 10% | -12% | -14% | 1 | ? | -19
COc1ccc(CCc2nc(C)ccc2O)cc1 | -11&5 | 16%&-7% | -0.1&0.4 | -6%&-12% | 11%&-3% | -9%&2% | -9&12 | 7%&11% | 2&2
CCCCCCCCCOC(=O)C1N2C(=O)[C@@H](NC(=O)COc3ccccc3)[C@H]2SC1(C)C (stereo partly drawn) | 26 | -5% | -0.3 | 2% | -1% | 3% | 16 | ? | 14
CCOC(=O)c1c(NC(=O)COc2ncnc3ccccc23)sc(C(C)=O)c1C | 3 | 1% | -2.3 | -3% | 3% | 5% | 4 | 34%[activator] | 14

Of the compounds above, 2 contain a furan ring, fused or not.
SMILES | D3 antag | GLP-1R agonist | IL-2 act | HEK293 tox | WRN inhibitor | PLK1 PBD inh | PI5P4Ka inh | GLP1R inv ag | DRD3 agonist
COC(=O)c1cc(CSc2ncnc3sccc23)oc1C | 1 | ? | -2.4 | -8% | -5% | -3% | -8 | ? | 2
CCN(CC)c1ccc(/C=N/NC(=O)c2ccoc2C)cc1 | -6 | 1% | -1.4 | -8% | -5% | 4% | -22 | ? | -1

The list continues.
SMILES | D3 antag | GLP-1R agonist | IL-2 act | HEK293 tox | WRN inhibitor | PLK1 PBD inh | PI5P4Ka inh | GLP1R inv ag | DRD3 agonist
O=C(O)C=C1C2CC3CC(C2)CC1C3 | 22 | -11% | -2.7 | -3% | -3% | -19% | . | 3% | -5
O=C(c1ccc(F)c(S(=O)(=O)N2CCOCC2)c1)N(c1ccccc1)c1ccccn1 | 8 | 7% | -3.9 | -2% | -4% | -8% | 4 | -4% | -1
O=C(Nc1ccc(Cl)c(Cl)c1)OCCNC(=O)c1cccc(Cl)c1 | -3 | 8% | -0.1 | -22% | -1% | -4% | 33 | ? | -7
O=C(NNc1ncc(C(F)(F)F)cc1Cl)c1c(Cl)cccc1Cl | -70* | -1% | -2.3 | ? | -1% | 0% | . | ? | -9
COc1ccc(CNC(=O)c2cc(C)nn2-c2ccccc2)cc1 | -11 | 0% | 2.0 | 3% | -6% | ? | 1 | -11% | 0
Cc1ccc(C(=O)Nc2nc(-c3ccccn3)cs2)cc1S(=O)(=O)N1CCOCC1 | 39 | -8% | -0.5 | -18% | -1% | 7.5µM* | ? | ? | 14
Cc1ccc(O)c(C2=Nc3ccccc3N=C(c3cccc([N+](=O)[O-])c3)C2)c1 | -17 | -5% | -4.3 | 0% | -2% | 3% | 2 | -12% | 5
CS(=O)(=O)c1ccc(Nc2nc(C(N)c3ccccc3)cs2)cc1 (stereo not drawn) | 10 | ? | 1.3 | -18% | -10% | 5% | 1 | -8% | -1
COc1ccc(CCNC(=O)NC2CCCCC2)cc1OC | 6 | 13% | -0.7 | 3% | 2% | -3% | . | -2% | 1
S=C(c1ccc(-c2cc(Cl)ccc2Cl)o1)N1CCOCC1 | 6 | 11% | 2.3 | -5% | 2% | -13% | -2 | ? | 0
CC(=O)Nc1ccc(NC(=O)C(C)n2c3ccccc3c3nc(=O)cc(C)n32)cc1 (stereo not drawn) | -2 | 5% | 0.4 | 19% | -4% | -6% | 6 | 42%[activator] | -5
O=C(CN1C(=O)CC(c2ccccc2)=Nc2ccccc21)NC1CCCCC1 | -2 | -1% | 0.3 | -5% | -3% | -14% | 0 | ? | -6
COc1ccc(NC(=O)Cc2nnc(N)s2)cc1 | 3 | 4% | -0.5 | -2% | 1% | -12% | -8 | 2% | 4
Cc1[nH]c(=O)[nH]c(=O)c1S(=O)(=O)N1CCCC(C(=O)NCCc2ccccc2)C1 (stereo not drawn) | -14 | -2% | -0.5 | 73%[activator] | -13% | -4% | 2 | 17% | 7
COc1cccc(C(=O)Nc2nnc(S(=O)(=O)N(C)Cc3ccc(F)cc3)s2)c1 | -10 | 0% | -5.3 | 0% | -17% | -27% | -7 | -6% | -3
COc1ccc(/C=N/NC(=O)c2ccc(Br)cc2)c(OC)c1 | ? | 10% | 1.3 | -6% | -5% | -5% | -2 | 3% | -18
CCS(=O)(=O)c1ccc2c(c1)N(S(=O)(=O)c1ccccc1)CC(C(=O)O)O2 (stereo not drawn) | ? | -4% | 4.5 | -11% | -5% | -29% | 2 | 21% | 5
CCOC(=O)c1c(NC(=O)/C=C/C(=O)O)sc(C)c1-c1ccc(Cl)cc1 | -11 | -5% | 0.8 | ? | -4%[11.6 µM] | -28% | -16 | 5µM* | -10
Cc1ccccc1OCCC(=O)OCC(=O)NNC(=O)c1cccs1 | -3 | -2% | 0.2 | 2% | -4% | -4% | 2 | 20% | 6
c1coc(CSc2ncnc3c2oc2ccccc23)c1 | -8 | ? | -2.1 | ? | -23% | -11% | 11 | 1% | -3
N#Cc1ccc(C(=O)OCCc2cc3ccccc3c(=O)o2)cc1 | -4 | 8% | -0.1 | 1% | 11% | 4% | -8 | 8% | 6
O=C(/C=C/Nc1ccc(S(=O)(=O)Nc2ncccn2)cc1)c1cccs1 | 8 | 15% | -1.7 | -8% | -21% | -7% | -2 | 76%[activator] | 5
CN(C)/C=C/c1onc(-c2ccccc2Cl)c1C#N | -12 | 10% | 2.0 | 0% | -3% | -1% | -1 | ? | 6
O=C(Nc1cccnc1)c1ccc(S(=O)(=O)N2CCCCCC2)cc1 | 5 | 14% | -0.3 | -3% | -5% | -7% | 1 | ? | -2
CC(C)C(=O)Nc1c2c(nn1-c1ccc(F)cc1)CS(=O)(=O)C2 | -6 | 16% | 1.2 | -2% | 10% | -23% | 4 | 17% | 2
O=C(Cn1c(=O)oc2cc(S(=O)(=O)N3CCCC3)ccc21)N1CCCC1 | 4 | -3% | 0.5 | -3% | 1% | -6% | 3 | 12% | -1
COc1ccc(Nc2ccc(N3C(=O)CCC3=O)cc2[N+](=O)[O-])cn1 | -15 | 0% | 0.6 | -13% | 7% | -6% | 0 | 2% | -10
COc1ccc(C(=O)CSc2nnc3ccc(-c4ccccn4)nn23)cc1 | 7 | 3% | 1.4 | -1% | 3% | -4% | 2 | 0% | 7
O=C(NNc1nc(N2CCCC2)nc(N2CCCC2)n1)c1ccccc1 | 31 | 1% | 0.8 | -14% | -1% | -2% | 3 | -26% | 6
S=C1Cc2ccccc2C(c2ccc(Cl)cc2)N1 (stereo not drawn) | 4 | -1% | 0.2 | 7% | -4% | ? | -1 | ? | 6
O=C(Nc1ccccc1)c1cc(C2CCCCN2C(=O)OCCF)on1 (stereo not drawn) | 0 | 14% | 1.6 | 0% | 2% | -15% | -1 | 20% | -13
Cc1cc(=O)oc2cc(OCC#N)ccc12 | 15 | -3% | 0.4 | -7% | 2% | -7% | 2 | 14% | 6
c1csc(CCNc2ncnc3sc4c(c23)CCC4)c1 | 0 | 16% | -4.5 | 5% | -13% | -12% | -22 | -38% | -3
Cc1ccc(P(=Nc2ccccc2)(N2CCOCC2)N2CCOCC2)o1 | 21 | 4% | -1.4 | -14% | -6% | ? | . | 15% | 1
O=c1c(Cl)c(NC2CC2)cnn1-c1ccccc1 | -12 | -2% | 0.8 | -5%[0.307 µM] | -8% | -9% | 4 | -10%[0.307 µM] | 2
